Akt phos inh: HTS Assay for Inhibitors of Akt Phophorylation: Primary Screen; Neuro2A IGF-stimulated pAkt S473 HTRF, 20 min; stronger effect = lower value; activity change, % for hits at 50 µM; 0.32% of 360,000 active; AID 651550, 2012; in the data active = activity change below about -80%; inconclusive = mostly about -51% to -80%; note: % is set by controls: 0 for no effect and ±100 for the full control effect
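Neuro2A cells in DMEM with 0.5% FBS, overnight at 37 deg C, given compound at single 50 µM final, then IGF (6 nM final) for 20 min at 37 deg C. Lysed; phospho-Akt Ser473 by HTRF after 24 h, 665/615 ratio.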
HepG2 tox: qHTS for Inhibitors of TGF-b: Cytotox Counterscreen. HepG2 CAGA-GFP viability, ATP luminescence, 18 h. Potency, µM (doses to about 46.1 µM), for inactives: at the highest dose activity change, negative = cytotoxicity, usual class: cytotoxic. 0.76% of 410,000 active. AID 588856, 2011; note: potency is the fitted concentration of half-maximal effect; some results filed as inactive show a strong effect at the top dose
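HepG2 CAGA-GFP cells (1000/well, DMEM with 1% FBS) received compound, then TGF-beta at 500 pg/mL final, and were incubated 18 hours at 37 degrees C. Viability was read by CellTiter-Glo luminescence. Media-only wells were set as complete cell-killing and DMSO as no toxicity.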
S2 tox: Viability Counterscreen for Primary qHTS for Inhibitors of ATXN expression | S2 cells (HEK-293 line with an ATXN2-luciferase reporter) viability, CellTiter-Fluor protease fluorescence, 24 h | Potency, µM (highest dose often 56.7 µM), actives largely listed as cytotoxic | 0.49% of 400,000 active | AID 651635, 2014; note: potency is the fitted concentration of half-maximal effect; nearly all actives have a fitted effect of over 40% in size
CCT chaperon mod: High-Throughput Screening for Modulators of Cytosolic Chaperonin Activity. purified chaperonin ATPase assay, HTRF ADP detection, 30 min. activity change, % (no concentration beside the values), hits read low. 0.3% of 360,000 active; in the data active = activity change below about -30%; note: % is set by controls: 0 for no effect and ±100 for the full control effect
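TRiC (40 or 20 nM final, by batch activity) in 30 mM Tris pH 7.4, 100 mM KCl, 5 mM MgCl2, 1 mM DTT was treated with compound at 76 uM single dose, then 10 uM ATP, 30 min at 37 °C. ADP was read by HTRF Transcreener.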
A549 tox: Nrf2 qHTS screen for inhibitors: counterscreen for cytotoxicity. A549 ARE-Fluc cells, CellTiter-Fluor viability, 18-24 h. Potency, µM (highest dose often 46 µM), inactives show at the top dose activity change, negative = cytotoxicity, usual class: inhibitors. 0.16% of 390,000 active. AID 504648, 2011; note: potency is the fitted concentration of half-maximal effect; % is set by controls: 0 for no effect and ±100 for the full control effect
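A549 ARE_Fluc cells in 5% FBS OPTI-MEM were exposed to compounds in concentration-response for 18-24 h at 37 deg C. Viability was read by CellTiter-Fluor fluorescence (Ex 405/Em 525) after 30 min, before the luciferase read.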
Nrf2 block: Nrf2 qHTS screen for inhibitors. Potency, µM (top dose mostly 46 µM), for inactives: at the top dose activity change, negative = inhibition, hits mostly inhibitors. 2.1% of 360,000 active. A549 ARE-Fluc reporter, luciferase luminescence, 18-24 h; note: potency is the fitted concentration of half-maximal effect; % is set by controls: 0 for no effect and ±100 for the full control effect; nearly all actives have a fitted effect of over 60% in size
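Cells were seeded and rested 2 h, then exposed to compounds for 18-24 h. CellTiter-Fluor was read first as a viability measure. BugLite was added 15 min before the final luminescent read of ARE-luciferase activity in A549 cells.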
TGFb inhibitor: qHTS for Inhibitors of TGF-b; HepG2 CAGA-GFP TGF-b/SMAD3 reporter, GFP fluorescence, 18 h; TGF-beta stimulated, 500 pg/mL final; Potency, µM (top dose mostly 46.1 µM), without a hit: top-dose activity, negative = inhibition, hits mostly inhibitors; 1.2% of 410,000 active; note: potency is the fitted concentration of half-maximal effect; % is set by controls: 0 for no effect and ±100 for the full control effect; nearly all actives have a fitted effect of over 65% in size
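Cell-based qHTS in HEPG2 carrying a CAGA-GFP Smad reporter; compounds added before 500 pg/mL final TGF-beta, 18 h incubation at 37 degrees C, GFP fluorescence quantified per cell by imaging cytometry.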
Mm-Cpn inhibitor: Inhibitors of TCP-1 ring complex (TRiC) of Methanococcus maripaludis (MmCpn): qHTS. 0.031% of 330,000 active. Potency, µM (highest dose often 76.9 µM), inactives show top-dose activity, negative = inhibition, most hits filed as inhibitors. purified Mm-Cpn ATPase, ADP Transcreener TR-FRET. Chaperonin Mm-Cpn (Methanococcus maripaludis); note: potency is the fitted concentration of half-maximal effect; % is set by controls: 0 for no effect and ±100 for the full control effect; nearly all actives have a fitted effect of over 80% in size
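Eu-cryptate anti-ADP/ADP-d2 competition gives a ratio inversely related to ADP. Enzyme at 25 nM was pre-exposed to compound for 10 min, then given 10 uM ATP for 30 min, 37°C throughout.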
Nrf2 ARE act: qHTS of Nrf2 Activators; AREc32 ARE-luciferase reporter (MCF7-derived line), luminescence, 24 h; AID 624171, 2012; Potency, µM (series often up to 46.1 µM), without a hit: at the highest dose activation, usual class: activators; 0.31% of 410,000 active; note: potency is the fitted concentration of half-maximal effect; % of control where 0% means no effect; nearly all actives have a fitted effect of over 65% in size
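Luciferase luminescence (Steady-Glo, 30 min at room temperature) served as the read-out of ARE activation in AREc32 cells treated with compounds for 24 hr at 37 deg C.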
Active calls of the source: *; i = inactive; u = inconclusive; x = no result given; [ ] = remark or other dose. Unless noted, calls come from the whole dose curve; as a rule, active = well fitted curve in the direction sought with a large enough effect; inconclusive = small, poorly fitted or top-dose-only effect, or another doubt; inactive = no such curve, though single readings can be large; an effect the other way counts as inactive or inconclusive.

1: CCn1c(=O)c2sccc2n(Cc2cccc(C)c2)c1=O
2: CC(=O)N1CCN(C(=O)COC(=O)CNC(=O)c2ccc(C)cc2)CC1
3: CCN(CC(=O)Nc1ccccc1OC)C(=O)CN1C(=O)NC(C)(c2ccc3ccccc3c2)C1=O (stereo not drawn)
4: CC(C)OC(=O)c1cc(=O)[nH]c2ccccc12
5: O=C(c1ccco1)N1CCN(C2CN(C3CCCCC3)S(=O)(=O)C2)CC1 (stereo not drawn)
6: CC(C)C(=O)Nc1ccc(N2CCOCC2)c(S(=O)(=O)Nc2ccccc2Cl)c1
7: O=C(Nc1ccc(NC(=O)c2ccco2)c(Cl)c1)c1cccc([N+](=O)[O-])c1
8: Cc1ccc(-n2ncc3c(NCCCn4ccnc4)ncnc32)cc1

Assay by compound,1,2,3,4,5,6,7,8
CCT chaperon mod,0.9,-2.2,0.6,-1.5,-1.7,-0.5,-0.1,x
Mm-Cpn inhibitor,-1%,0%,x,-4%,x,2%,-2%,x
A549 tox,5%,1%,2%,-5%,x,-3%,8%,0%
Akt phos inh,i,i,i,i,i,i,i,x
HepG2 tox,8%,3%,-18%,10%,0%,-2%,-17%,-19%
S2 tox,i,i,i,i,i,i,i,i
Nrf2 ARE act,-0.5%[9.22 µM],-0.5%,-0.6%,-0.1%,-1.3%,0.6%,-0.4%,4.7%
Nrf2 block,-18%,5%,6%,-18%,x,-24%,4%,x
TGFb inhibitor,16%,1%,-13%,0%,3%,-5%,-19%,3%

An excerpt from above, showing only Nrf2 ARE act and Akt phos inh.
| # | smiles | Nrf2 ARE act | Akt phos inh |
| --- | --- | --- | --- |
| 1 | CCn1c(=O)c2sccc2n(Cc2cccc(C)c2)c1=O | -0.5%[9.22 µM] | i |
| 3 | CCN(CC(=O)Nc1ccccc1OC)C(=O)CN1C(=O)NC(C)(c2ccc3ccccc3c2)C1=O (stereo not drawn) | -0.6% | i |
| 2 | CC(=O)N1CCN(C(=O)COC(=O)CNC(=O)c2ccc(C)cc2)CC1 | -0.5% | i |
| 5 | O=C(c1ccco1)N1CCN(C2CN(C3CCCCC3)S(=O)(=O)C2)CC1 (stereo not drawn) | -1.3% | i |

New compounds follow:
9: Cc1ccc(NC(=O)CS(=O)c2ccccc2N)c(C)c1 (stereo not drawn)
10: COc1ccc(S(=O)(=O)N2CCOCC2)cc1NC(=O)CSc1n[nH]c(C(C)C)n1
11: C/C(CC(=O)Nc1cc(C)ccn1)=N\NC(=O)c1cccc(C)c1
12: COc1cccc(CC(=O)Nn2c(C)nc3ccccc3c2=O)c1
13: Cc1ccc(C(=O)N2C(CC(=O)Nc3ccc(Cl)cc3)C(=O)NC3CCCCC32)cc1 (stereo not drawn)
14: COc1ccccc1CN=C1Nc2ccccc2CS1
15: O=C1N=c2ccccc2=C1c1sc(=O)[nH]c1O
16: CSc1ccc(S(=O)(=O)NCc2ccccc2Cl)cc1

Assay by compound,9,10,11,12,13,14,15,16
CCT chaperon mod,-2.1,-1.4,0.3,-5.8,-0.9,1.0,1.5,-1.1
Mm-Cpn inhibitor,2%,-5%,2%,-2%,1%,u,0%,1%
A549 tox,1%,4%,-11%,-1%,-8%,2%,u,u
Akt phos inh,i,i,i,i,i,i,i,i
HepG2 tox,-17%,-17%,-10%,-6%,0%,-2%,-1%,-8%
S2 tox,i,i,i,i,i,i,i,i
Nrf2 ARE act,0.4%,0.6%,8.3%,-0.6%,-0.7%,2.8%,0.8%,0.4%
Nrf2 block,23%,-8%,18%,4%,10%,5%,u,x
TGFb inhibitor,3%,-5%,9%,2%,-28%,-5%,-4%,-3%

Some of these compounds in order of molar mass, ascending.
9: Cc1ccc(NC(=O)CS(=O)c2ccccc2N)c(C)c1 (stereo not drawn)
16: CSc1ccc(S(=O)(=O)NCc2ccccc2Cl)cc1
10: COc1ccc(S(=O)(=O)N2CCOCC2)cc1NC(=O)CSc1n[nH]c(C(C)C)n1

Assay by compound,9,16,10
CCT chaperon mod,-2.1,-1.1,-1.4
Mm-Cpn inhibitor,2%,1%,-5%
A549 tox,1%,u,4%
Akt phos inh,i,i,i
HepG2 tox,-17%,-8%,-17%
S2 tox,i,i,i
Nrf2 ARE act,0.4%,0.4%,0.6%
Nrf2 block,23%,x,-8%
TGFb inhibitor,3%,-3%,-5%

(list continues)
17: CC1(C)CC(=O)C=C(c2ccc3[nH]ccc3c2)C1
18: CCc1nnc(NC(=O)c2cc3c(s2)CCCCC3)s1
19: CCOC(=O)C(=Cc1ccc(-c2ccsc2C(=O)OC)o1)C(=O)OCC
20: O=C(CSc1cn(CCNC(=O)c2cccs2)c2ccccc12)NCc1ccccc1
21: Cc1ccc(/C=C/C(=O)c2cc(Br)ccc2OC(=O)c2ccco2)cc1
22: O=C(COC(=O)c1ccc2c(c1)OCO2)Nc1ccccc1Cl
23: N#CC(c1ccc(O)cc1)N1CCOCC1 (stereo not drawn)
24: O=C(Nc1ccc(C(=O)Oc2ccccc2)c(O)c1)c1ccco1

Assay by compound,17,18,19,20,21,22,23,24
CCT chaperon mod,-1.7,-3.3,0.4,0.3,1.4,0.7,-0.7,-1.0
Mm-Cpn inhibitor,x,x,-1%,4%,-5%,-5%,1%,-8%
A549 tox,-2%,-1%,-20%,u,-5%,8%,u,-2%
Akt phos inh,i,i,i,i,i,i,i,i
HepG2 tox,-36%,3%,-7%,-6%,11µM*,-1%,1%,-4%
S2 tox,i,i,i,i,i,i,i,i
Nrf2 ARE act,0.9%,3.4%,u,3.6%,24%,0.7%,-0.1%,0.2%
Nrf2 block,7%,u,-24%,-13%,4%,-20%,u,x
TGFb inhibitor,-2%,11%,u,2%,-14%,4%,2%,0%

25: CCN(CC)CCN1C(=O)C(=O)/C(=C(/O)c2cccc(OC)c2)C1c1ccccn1 (stereo not drawn)
26: CCOc1cc(C2C(C#N)=C(N)OC3=C2C(=O)CC(C)(C)C3)cc([N+](=O)[O-])c1O (stereo not drawn)
27: COc1ccccc1CCC(=O)N1CCN(C(=O)c2ccccc2)CC1
28: CCN(CC)C(=O)c1sc2nc(-c3cccs3)cc(-c3cccs3)c2c1N
29: Cc1c(NC(=O)CN2C(=O)c3ccc([N+](=O)[O-])cc3C2=O)c(=O)n(-c2ccccc2)n1C
30: O=C(c1ccc2c(=O)n3c(nc2c1)CCCCC3)N1CCN(Cc2ccccc2)CC1
31: CCCOc1ccc(Cc2c(Cl)nc(SC)nc2N(C)C)cc1
32: COc1ccccc1CN1CC(C(=O)N(C)CCc2nc3ccc(F)cc3[nH]2)CCC1=O (stereo not drawn)

Assay by compound,25,26,27,28,29,30,31,32
CCT chaperon mod,-1.8,-3.1,-1.4,-0.8,-3.3,-1.7,-0.7,0.2
Mm-Cpn inhibitor,-1%,1%,-1%,-13%,-2%,2%,1%,1%
A549 tox,-10%,-19%,-6%,12%,6%,23%,-11%,-12%
Akt phos inh,i,i,i,i,i,i,i,i
HepG2 tox,3%,1%,-14%,3%,2%,-13%,-12%,10%
S2 tox,i,i,i,i,i,i,i,i
Nrf2 ARE act,2.5%,2.3%,0.1%,4.0%,-0.2%,-0.7%,-0.4%,0.0%
Nrf2 block,3%,-13%,-3%,8%,14%,x,-92%,-3%
TGFb inhibitor,-4%,-15%,5%,-1%,-2%,1%,u,-10%

Fetched one by one from the list above (two):
31: CCCOc1ccc(Cc2c(Cl)nc(SC)nc2N(C)C)cc1
25: CCN(CC)CCN1C(=O)C(=O)/C(=C(/O)c2cccc(OC)c2)C1c1ccccn1 (stereo not drawn)

Assay by compound,31,25
CCT chaperon mod,-0.7,-1.8
Mm-Cpn inhibitor,1%,-1%
A549 tox,-11%,-10%
Akt phos inh,i,i
HepG2 tox,-12%,3%
S2 tox,i,i
Nrf2 ARE act,-0.4%,2.5%
Nrf2 block,-92%,3%
TGFb inhibitor,u,-4%

Additional compounds follow:
33: O=C(O)CC1(CC(=O)Nc2ccc(Br)cc2)CCCCC1
34: OC(CON=C1c2ccccc2-c2ccccc21)CN1CCNCC1 (stereo not drawn)
35: COc1cc(NC(=O)CC2C(=O)N(c3cccc(C)c3)C(=O)N2Cc2cccs2)cc(OC)c1 (stereo not drawn)
36: O=C(Oc1ccccc1)c1ccc2nsnc2c1
37: O=C(Nc1ccc(Cl)cc1Cl)NC1CCN(S(=O)(=O)c2ccc(F)cc2)CC1
38: COC(=O)CNC(=O)CNC(=O)c1nn(-c2ccc(OC)c(Cl)c2)c(=O)c2ccccc12
39: Cc1ccc(C(=O)NCCN2CCOCC2)cc1S(=O)(=O)N1CCCCC1
40: COC(=O)c1ccc(COC(=O)C2CCN(S(=O)(=O)c3ccc(C)c(C)c3)CC2)o1

Assay by compound,33,34,35,36,37,38,39,40
CCT chaperon mod,-1.7,-2.8,x,-2.4,1.0,1.3,-4.0,-0.7
Mm-Cpn inhibitor,1%,5%,x,u,-1%,0%,4%,1%
A549 tox,3%,-8%,-7%,4%,-3%,-5%,-3%,7%
Akt phos inh,i,i,x,i,i,i,i,i
HepG2 tox,-12%,-64%,-22%,2%,1%,-30%,-8%,-18%
S2 tox,i,u,x,i,u,i,i,i
Nrf2 ARE act,-0.3%,18%,3.9%,3.4%,-0.8%,-0.4%,-0.9%,-0.2%
Nrf2 block,2%,0%,0%,u,u,2%,4%,15%
TGFb inhibitor,1%,u,-30%,3%,1%,2%,-10%,-5%

Source: PubChem

The order is random; 4.4% or so of the library scored in one or more.
